# Rpn11 block: Rpn11 (PSMD14) deubiquitinase inhibitors, primary screen, biochemical, fluorescence polarization, uHTS | 26S proteasome non-ATPase regulatory subunit 14 (Homo sapiens), O00487 | human 26S proteasome, Ub4-pepOG fluorescence polarization; 20S core pre-blocked with epoxomicin | calls only at 20 µM | 0.59% of 360,000 active;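 active = inhibition at 20 µM, scaled to each plate's controls, above about 33%, limit read from the data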
# STEP inh: STEP phosphatase inhibitors, primary screen, biochemical, fluorescence intensity, uHTS. Tyrosine-protein phosphatase non-receptor type 5 (Homo sapiens), P54829. recombinant STEP, OMFP fluorogenic substrate. inhibition, % at 20 µM. 0.25% of 360,000 active. AID 588621, 2011;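 active = inhibition at 20 µM, scaled per plate between control wells, above about 37%, limit read from the data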;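 also: 0% = DMSO with enzyme and substrate and 100% = substrate only without enzyme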
# Target sequence (P54829 whole entry, looked up): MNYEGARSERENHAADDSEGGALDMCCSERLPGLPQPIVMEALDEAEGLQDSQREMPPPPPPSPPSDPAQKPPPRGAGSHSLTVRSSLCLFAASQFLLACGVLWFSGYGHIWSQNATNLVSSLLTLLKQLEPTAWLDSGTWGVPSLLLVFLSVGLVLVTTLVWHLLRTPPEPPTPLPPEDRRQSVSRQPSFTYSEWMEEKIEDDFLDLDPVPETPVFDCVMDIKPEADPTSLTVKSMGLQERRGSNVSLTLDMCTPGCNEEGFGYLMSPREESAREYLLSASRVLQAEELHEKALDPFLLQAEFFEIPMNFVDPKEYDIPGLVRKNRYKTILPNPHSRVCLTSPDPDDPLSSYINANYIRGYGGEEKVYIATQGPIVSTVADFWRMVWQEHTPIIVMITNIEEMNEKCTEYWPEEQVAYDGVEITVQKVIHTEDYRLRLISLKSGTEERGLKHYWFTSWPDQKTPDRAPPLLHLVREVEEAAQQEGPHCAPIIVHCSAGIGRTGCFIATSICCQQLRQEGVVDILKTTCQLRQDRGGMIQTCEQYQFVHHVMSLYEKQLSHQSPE
#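 System: STEP phosphatase, cell-free reaction; Buffer or medium: Bis-Tris pH 6.0 buffer with DTT, detergent; Incubation: 20 min at room temperature, dark; Measured by: fluorescence, 480/540 nm.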
# LMPTP block: LMPTP phosphatase inhibitors, primary screen, biochemical, fluorescence intensity, uHTS; AID 651560, 2012; inhibition, % at 20 µM; recombinant LMPTP-A, OMFP fluorogenic substrate; 0.22% of 360,000 active; Low molecular weight phosphotyrosine protein phosphatase (Homo sapiens), P24666;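 active = compounds that cut the enzyme signal by at least half of the control window in the single-dose screen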;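 also: plate controls were DMSO wells with enzyme plus substrate for no effect and substrate without enzyme for full effect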
# Target sequence (P24666 whole entry, looked up): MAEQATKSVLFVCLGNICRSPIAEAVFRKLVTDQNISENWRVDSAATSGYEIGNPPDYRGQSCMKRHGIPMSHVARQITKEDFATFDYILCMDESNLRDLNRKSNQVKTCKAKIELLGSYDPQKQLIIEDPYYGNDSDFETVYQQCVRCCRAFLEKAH
#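 Test system – LMPTP-A enzyme · Amount – LMPTP-A at 0.625 nM final in the reaction · Buffer or medium – Bis-Tris pH 6.0, DTT, detergent · Reagent – OMFP 400 µM · Doses – single 20 µM dose · Schedule – reaction 50 min, room temperature, dark · Detection – fluorescence intensity of OMFP turnover product · Evaluation – percent inhibition versus substrate-only and uninhibited controls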
# CendR NRP1 mod: modulators of CendR peptide binding to NRP-1, primary screen, biochemical, fluorescence polarization, uHTS; AID 602438, 2012; inhibition, % at 25 µM; FAM-RPARPAR peptide binding to NRP-1; 0.85% of 360,000 active;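 active = inhibition or corrected inhibition above about 18%, plus a signal ratio from 0.5 to 1.5, limit read from the data, passing the limit was not always enough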; also: strong numbers were not always called active
# DNMT1 block: human DNMT1 methyltransferase inhibitors, primary screen, biochemical, molecular beacon, fluorescence, HinP1I cleavage, uHTS; DNA (cytosine-5)-methyltransferase 1 (Homo sapiens), P26358; inhibition (reported as % activation of signal), % at 10 µM; 0.83% of 360,000 active; AID 588458, 2011; in the data active = inhibition above about 50%
# SUMO1-SIM PPI: modulators of SUMO1 protein-protein interactions, primary screen, biochemical, uHTS; Small ubiquitin-related modifier 1 (Homo sapiens), P63165; SUMO1 binding to a labelled peptide, TR-FRET, 1 h; inhibition, % at 20 µM; 0.33% of 360,000 active; AID 602429, 2012; in the data active = inhibition above about 37%
# Target sequence (P63165 whole entry, looked up): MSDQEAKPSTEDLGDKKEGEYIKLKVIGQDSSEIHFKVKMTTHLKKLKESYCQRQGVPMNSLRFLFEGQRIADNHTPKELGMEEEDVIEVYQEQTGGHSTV
# SKN-1 inh: suppressors of acrylamide-induced Pgst-4::GFP reporter in worms, primary screen, SKN-1 inhibitor project, whole organism, uHTS, GFP/RFP fluorescence ratio, strain VP596; C. elegans VP596 Pgst-4::GFP/RFP ratio, 24 h; inhibition, % at 21.8 µM; 0.49% of 360,000 active; AID 624304, 2012;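 active = interference check ratio from 0.5 to 1.5 plus GFP to RFP signal ratio inhibition reaching or exceeding a fixed threshold, cut at about 30% in these data, passing the limit was not always enough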; also: some compounds called inactive have numbers as strong as hits
# Scp1 inh: Scp-1 phosphatase inhibitors, primary screen, biochemical, colorimetric, uHTS; Recombinant Scp1, phosphopeptide, malachite green phosphate absorbance; 0.88% of 340,000 active; Carboxy-terminal domain RNA polymerase II polypeptide A small phosphatase 1 (Homo …; inhibition, % at 20 µM;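 active = inhibition above about 50% at 20 µM, limit read from the data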;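 also: plate controls were DMSO wells with enzyme for no effect and wells lacking enzyme for full effect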
# Target sequence (Q9GZU7 76-261 limits assumed): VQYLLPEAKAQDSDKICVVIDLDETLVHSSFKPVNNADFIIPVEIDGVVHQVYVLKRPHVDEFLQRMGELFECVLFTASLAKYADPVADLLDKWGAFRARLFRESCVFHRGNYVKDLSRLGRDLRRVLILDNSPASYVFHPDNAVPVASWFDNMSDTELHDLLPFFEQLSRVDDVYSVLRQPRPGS
#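 Test system: SCP-1 phosphatase catalytic domain, residues 76-261; measured by: colorimetric phosphate reagent with accelerator and stabiliser, absorbance at 630 nm; timing: enzyme reaction 45 min at room temperature, colour 5 min, stabilisation 30 min; also added: Phosphorylated 17-residue peptide substrate; compound dosing: one concentration, 20 µM, with 1.0% DMSO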
# NadD inh: inhibitors of S. aureus NadD, primary screen, biochemical, colorimetric, uHTS | Nicotinate-nucleotide adenylyltransferase NadD (Staphylococcus aureus N315) | purified NadD enzyme, colorimetric absorbance read-out | inhibition, % at 20 µM | 0.78% of 360,000 active; in the data active = inhibition above about 26%; also: some compounds past the cut are filed as inactive
# MT1-MMP act inh: blockers of MT1-MMP proenzyme processing, primary screen, HT1080 RFP-PRO-GFP cells, GFP/RFP fluorescence | Matrix metalloproteinase-14 (Homo sapiens), P50281 | GFP/RFP ratio fluorescence, overnight; percent of plate control window, DMSO zero | GFP/RFP ratio change, % at 20 µM | 0.061% of 360,000 active;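 active = GFP/RFP ratio change of at least 30% with cell ATP level not reduced by more than half and red fluorescence within 50% of control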; also: strong numbers were not always called active
#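 Read-out: GFP/RFP fluorescence ratio; Test system: RFP-PRO-GFP reporter HT1080 cells; Compound dosing: single-point 20 µM compound, 1% DMSO; Times: overnight compound exposure at 37 °C.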
# The depositor's hits bear a star; i = inactive; x = no result given; + = active, no number.
# Preview:
Rpn11 block	STEP inh	LMPTP block	CendR NRP1 mod	DNMT1 block	SUMO1-SIM PPI	SKN-1 inh	Scp1 inh	NadD inh	MT1-MMP act inh	Compound
i	0	0.1	-1	-1	-5	9	9	2	-1	O=C(CCNC(=O)C1CCN(S(=O)(=O)c2ccc(F)cc2)CC1)NCc1ccc(Cl)cc1
i	0	0.7	4	-3	-4	-5	-4	-11	-3	CCN(CC)CCCNC(=O)c1cn(CCOC)c(=O)c2c1c1ccccc1n2C
i	-2	-2.0	2	-5	8	4	3	-4	-4	O=C(O)CCn1c(=O)oc2cc(S(=O)(=O)N3CCCC3)ccc21
i	2	-0.2	11	-6	7	10	-10	-1	6	COc1ccc(NC(=O)c2ccc(CN3CCN(c4ccccc4)CC3)cc2)cc1OC
i	2	-2.0	7	3	-1	3	x	-4	-4	CC1CC(C)CN(C(C(=O)NC2CCCCC2)c2ccnc3ccccc23)C1 (stereo not given)

# The list itself, from the first entry:
Rpn11 block	STEP inh	LMPTP block	CendR NRP1 mod	DNMT1 block	SUMO1-SIM PPI	SKN-1 inh	Scp1 inh	NadD inh	MT1-MMP act inh	Compound
i	0	0.1	-1	-1	-5	9	9	2	-1	O=C(CCNC(=O)C1CCN(S(=O)(=O)c2ccc(F)cc2)CC1)NCc1ccc(Cl)cc1
i	0	0.7	4	-3	-4	-5	-4	-11	-3	CCN(CC)CCCNC(=O)c1cn(CCOC)c(=O)c2c1c1ccccc1n2C
i	-2	-2.0	2	-5	8	4	3	-4	-4	O=C(O)CCn1c(=O)oc2cc(S(=O)(=O)N3CCCC3)ccc21
i	2	-0.2	11	-6	7	10	-10	-1	6	COc1ccc(NC(=O)c2ccc(CN3CCN(c4ccccc4)CC3)cc2)cc1OC
i	2	-2.0	7	3	-1	3	x	-4	-4	CC1CC(C)CN(C(C(=O)NC2CCCCC2)c2ccnc3ccccc23)C1 (stereo not given)
i	0	-0.9	-16	-1	3	15	-8	-4	2	Cn1c(-c2ccc(Br)cc2)cnc1NCc1ccc(C#N)cc1
i	-2	-0.2	-2	3	1	-5	-8	-8	-4	C=CC[C@@H](CC(=O)N[C@@H](CO)Cc1ccccc1)C(=O)N[C@H](C)COC(=O)[C@@H](CC=C)Cc1ccc(F)cc1
i	-4	-1.2	-4	3	-2	11	16	-1	5	CC(=O)OC1CC2(C)C(=O)CCC2C2CCc3cc(O)ccc3C12 (stereo not given)
i	-1	-1.6	4	-3	0	3	-4	-1	-1	CCCCOc1ccc(C(=O)NCc2ccccn2)cc1
i	-1	-3.4	-2	-1	4	-2	-10	0	2	COCCn1cnc2c1c(=O)n(CC(=O)O)c(=O)n2Cc1ccccc1
i	2	1.7	-5	-4	2	-7	-5	-4	-6	Cc1cc(C)c(C#N)c(SCCS(=O)(=O)c2ccc(Cl)cc2)n1
i	-5	-0.8	15	-1	-1	-13	-6	8	-3	COc1ccccc1C(=O)NCC(=O)n1nc(C)cc1C
i	-3	0.0	-4	0	5	1	-5	0	-11	c1ccc(-n2cnc3ccccc32)cc1
i	-2	-0.9	9	1	-5	4	7	4	2	CCOc1cc(/C=N/n2cnnc2)ccc1O
i	0	3.3	15	-3	-332	-7	-11	-4	5	O=C(CSc1ncnc2c1oc1ccccc12)N1CCN(c2ccccc2)CC1
i	0	-1.1	-11	-3	8	-1	-24	-1	1	COc1cccc(C(=O)c2c[nH]c(C(=O)NCCCN3CCOCC3)c2)c1
i	-3	-0.9	-14	15	1	3	-3	-3	0	CCc1nc2c(c(=O)[nH]1)C(CC)(CC)Cc1ccccc1-2
i	0	1.3	12	0	0	2	1	1	-2	N#Cc1ccc(OCC(=O)OCC(=O)c2ccc[nH]2)cc1
i	1	0.7	13	-24	-1	14	-8	1	-1	CCCN(CC(=O)Nc1ccccc1OC)C(=O)c1cc2ccccc2o1
i	0	-1.5	4	0	-1	11	0	-4	-1	Cc1ccc(S(=O)(=O)Nc2nc(C)cc(NCCN)n2)cc1
i	-2	-0.2	-1	-4	1	-6	-8	-4	-4	COc1ccc(N(CC(=O)N2CCc3ccccc32)S(=O)(=O)c2c(C)nn(C)c2C)cc1
i	-5	-1.2	2	-2	2	14	-11	-2	3	O=C(NCCSCc1ccco1)Nc1ccccc1
i	-2	-0.9	12	2	1	-2	1	-1	-2	Cc1cc(C)c(C(=O)C(C)OC(=O)c2ccccn2)cc1C (stereo not given)
i	-1	-2.2	6	-1	-3	0	-8	-13	2	O=C(NC(N1CCOCC1)C(Cl)(Cl)Cl)c1ccc(F)cc1 (stereo not given)
i	-1	-1.2	-5	25	-1	6	-7	-6	3	CCc1ccc(NC(=O)CCCNC(=O)Cn2cnc3sc(C)c(C)c3c2=O)cc1
i	1	-0.7	-4	0	2	6	0	8	4	CC(=O)N(C(C)=O)c1c(N2CCOCC2)c2ccccc2oc1=O
i	-3	-0.9	4	4	2	5	-5	-5	-10	N=c1n(CCc2ccccc2)c2ccccc2n1Cc1ccccc1F
i	2	0.9	-2	-1	0	2	-11	-12	4	O=C(COC(=O)c1ccccc1Br)NC(=O)NCc1ccccc1
i	-2	1.5	8	-5	-22	1	-8	8	x	COc1ccc(C2CC(c3ccc([N+](=O)[O-])cc3)=NN2C(=O)c2ccccc2)cc1OC (stereo not given)
i	1	0.4	0	1	-21	-8	-4	0	0	CC(=O)Nc1c(C)nn(-c2ccc([N+](=O)[O-])cc2)c1C
i	-1	-0.9	16	-1	2	-3	3	0	9	CCC(NC(=O)c1ccccc1NC(=O)c1ccccc1)C(=O)OC (stereo not given)
i	0	-0.2	2	-5	-17	-1	-4	-4	0	COc1ccc(/C=C2\CCn3c2nc2ccccc2c3=O)cc1OC
i	0	0.6	-3	-4	-8	9	-5	3	-1	COc1ccc(C(CNC(=O)c2cc3ccccc3cc2O)N2CCOCC2)cc1 (stereo not given)
i	-2	0.9	-8	0	-7	1	-4	-3	2	CSC(SC)=C(C(C)=O)C(=O)c1ccc(C)cc1
+	14	94*	-201	30	69*	64	7	27	1	CN(C)c1ccc(C=c2c3cc(O)ccc3n3c2cc(-c2ccccc2)[n+]3C)cc1
i	1	-0.3	-7	-1	3	1	0	7	0	CCOc1ccc(C2CC(c3cccc(C)c3)n3nc(N)nc3N2)cc1 (stereo not given)
i	4	3.0	2	2	-10	10	-6	18	1	CCOc1cccc(C2/C(=C(/O)c3ccc4c(c3)CC(C)O4)C(=O)C(=O)N2Cc2cccnc2)c1 (stereo not given)
i	4	1.1	-11	1	-8	21	-4	0	-12	CC1CCN(c2nnc(-c3cccs3)c3ccccc23)CC1
i	0	2.0	-10	3	-2	-8	7	0	-3	COc1ccc(NC(=O)CCc2nc3ccccc3s2)c(OC)c1
i	-2	-0.3	20	-2	1	-2	-3	7	-2	N#Cc1ccccc1OCC(=O)NNC(=O)CNC(=O)c1cccc(Br)c1
i	0	-0.9	-9	1	-2	6	10	2	1	O=C(Cc1ccc(NC(=O)C2CCCN(C(=O)C3CC3)C2)cc1)Nc1cccc(C(=O)N2CCCCC2)c1 (stereo not given)
i	-2	0.3	1	-2	3	18	6	6	-5	COc1ccc(CCNS(=O)(=O)c2ccc3c(c2)OCCO3)cc1
i	5	-1.7	-12	2	1	-24	-4	2	8	CCOc1ccccc1NC(=O)C1C2C=CC(C2)C1C(=O)O (stereo not given)
i	4	5.9	-9	-10	-12	3	-17	3	0	N#C/C(=C\c1cn(CCOc2ccccc2)c2ccccc12)C(=O)NCC1CCCO1 (stereo not given)
i	-1	-1.2	-1	4	-1	6	-8	-1	2	CCOC(=O)c1ccc(NC(=O)Nc2ccc(Cl)cn2)cc1
i	1	0.5	-1	-1	-14	5	19	4	4	O=C(COc1ccc([N+](=O)[O-])cc1)NC(=O)NC1CCS(=O)(=O)C1 (stereo not given)
i	-2	0.3	-8	-2	3	-1	-5	-1	4	O=C(NNS(=O)(=O)c1ccccc1)C1CCN(S(=O)(=O)c2ccccc2)CC1
i	0	-1.1	0	-2	-15	41*	12	2	-2	CC(/C=N/Nc1ncc(C)c(=O)[nH]1)=C\c1ccccc1
i	1	1.1	8	-3	7	-11	-4	6	6	CCOC(=O)c1cccc(NC(=O)C2CCN(c3ncnc4c3nc3n4CCCCC3)CC2)c1
i	0	0.4	-8	-2	0	4	14	-5	0	CCOC(=O)C(C)n1cnc2c(nnn2Cc2ccc(Cl)cc2)c1=O (stereo not given)
x	0	-0.1	-178	14	-15	-18	6	-1	-35	CN(/C=C/C(=C/C=[N+](C)c1ccccc1)OCCCS(=O)(=O)[O-])c1ccccc1
i	3	-0.2	0	-2	11	-1	-11	-1	-5	COCCNC(=O)C(=O)N/N=C(\C)CC(=O)Nc1cccc(C(F)(F)F)c1
i	2	3.6	3	0	11	6	-4	-2	-3	CCc1noc(C)c1C(=O)N1CCSC1=Nc1cccc(Cl)c1C
i	0	-3.3	-7	2	-1	0	-7	1	0	OCCN=C(c1ccccc1)C12CN3CN(CN(C3)C1)C2
i	4	0.1	11	9	1	-13	0	2	1	Cc1ccc(C)c(NCC(=O)c2ccc(Cl)cc2)c1
i	2	-5.3	6	-1	-11	12	x	-1	2	CCN1CCC[C@H]1CNCCCn1cnc2c(SC)ncnc21

# Next part
Rpn11 block	STEP inh	LMPTP block	CendR NRP1 mod	DNMT1 block	SUMO1-SIM PPI	SKN-1 inh	Scp1 inh	NadD inh	MT1-MMP act inh	Compound
i	-1	0.1	-10	-1	7	-8	-7	-3	2	CCCCOc1ccc(C(=O)NCC(=O)NCCOc2ccccc2)cc1
i	2	-0.1	2	2	4	11	2	-2	3	COc1ccccc1-n1c(C)nc2cc(C(=O)O)ccc21
i	-2	-0.5	-2	0	-13	-1	2	-5	-1	O=C(C[n+]1cccc(Br)c1)c1ccc(-c2ccccc2)cc1
i	-2	1.0	-7	1	4	17	-6	-3	5	Cc1ccc(S(=O)(=O)N2CCCC2CNC(=O)C(=O)NCc2cccs2)cc1 (stereo not given)
i	0	-0.2	10	8	-17	7	-2	-2	2	Cc1csc(NC(=O)Nc2ccccc2[N+](=O)[O-])n1

# Screening results as filed in PubChem BioAssay.
